USP1 inh: blocks the human USP1/UAF1 deubiquitinase complex; recombinant USP1/UAF1, Ub-Rhodamine cleavage fluorescence; O94782; AID 743255; actives 0.23% (n = 390,000); Potency, µM (series often up to 57.1 µM), without a hit: top-dose activity change, negative = inhibition, hits mostly inhibitors; also: potency is read from the fitted curve at half-maximal effect; % is scaled to controls: 0 for no effect and ±100 for the full control effect; nearly all actives have a fitted effect of over 60% in size; inactives centre near -12
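High-throughput fluorogenic screen: 1nM USP1/UAF1 complex, Ub-Rho substrate 150nM final, 50mM HEPES pH 7.8 with 0.5mM EDTA, 0.1 mg/ml BSA, 1mM TCEP and 0.01% Tween-20.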
IDH1 R132H inh: human IDH1 R132H inhibition; O75874; IDH1-R132H enzyme, NADPH consumption, diaphorase/resazurin fluorescence; Potency, µM (series often up to 76.6 µM), for the others: at the top dose activity change, negative = inhibition, usual class: inhibitors; actives 0.093% (n = 390,000); AID 602179; also: potency is read from the fitted curve at half-maximal effect; % is scaled to controls: 0 for no effect and ±100 for the full control effect; nearly all actives have a fitted effect of over 65% in size
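IDH1-R132H (0.5 ug/mL dispensed) in pH 7.5 Tris buffer was preincubated 30 min with compound, then given a substrate mix of 0.016 mM NADPH and 2 mM alpha-KG for 80 min at room temperature; remaining NADPH was read by diaphorase/resazurin fluorescence.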
TrxR1 inh: inhibitors of rat thioredoxin reductase 1; recombinant rTrxR1, NADPH fluorescence consumption, selenite substrate; Potency, µM (highest dose often 114 µM), without a hit: top-dose activity change, negative = inhibition, most hits filed as inhibitors; actives 1% (n = 390,000); AID 588453; also: potency is read from the fitted curve at half-maximal effect; % is scaled to controls: 0 for no effect and ±100 for the full control effect; nearly all actives have a fitted effect of over 65% in size
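Rat TrxR1 (90 nM in the dispensed reagent) was pre-reduced with 400 uM NADPH for 5 min at room temperature, then incubated with compound for 15 min. After 400 uM selenite was added, NADPH fluorescence (Ex 340/Em 450 nm) was followed for 8 min.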
PI4K2A inh: inhibitors of human PI4K2A; Q9BTU6; purified PI4K2A, ADP-Glo luminescence, 1 h; stronger effect = lower value; activity change, negative = inhibition, % at 76.9 µM; actives 0.13% (n = 420,000); in the data active = activity change below about -50%; inconclusive = mostly about -30% to -49%;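 also: -100% = wells without enzyme as full effect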
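Compounds are screened against recombinant PI4K2A using PI as substrate and ATP, the latter dispensed at 300 microM. Reactions run one hour at ambient temperature before ADP-Glo detection; full inhibition defined by wells lacking enzyme.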
PGK inhibitor: blocks T. brucei phosphoglycerate kinase; PGK/GAPDH coupled, Kinase-Glo luminescence, 60 min; Potency, µM (series often up to 57.5 µM), inactives show top-dose activity change, negative = inhibition, hits mostly inhibitors; AID 602233; P07378; actives 0.043% (n = 380,000); also: potency is read from the fitted curve at half-maximal effect; % is scaled to controls: 0 for no effect and ±100 for the full control effect; nearly all actives have a fitted effect of over 60% in size
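Recombinant glycosomal PGK reaction used 1,3-bisphosphoglycerate generated in-well by GAPDH (100nM final) in 100mM TEA pH 7.6, 5mM MgCl2, 0.01% Tween-20. After 60 minutes at room temperature, ATP was read by Kinase-Glo Plus luminescence end-point.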
HP1b binding inh: HP1-beta chromodomain-methylated histone interaction inhibition. P83916. AlphaScreen HP1-beta / biotin-H3K9me3 peptide binding. Potency, µM (titrated, usually from 114 µM), for inactives: at the highest dose activity change, negative = inhibition, actives largely listed as inhibitors. actives 0.56% (n = 390,000). AID 540317; also: potency is read from the fitted curve at half-maximal effect; nearly all actives have a fitted effect of over 70% in size; inactives centre near 23
Target sequence (P83916 whole entry, looked up): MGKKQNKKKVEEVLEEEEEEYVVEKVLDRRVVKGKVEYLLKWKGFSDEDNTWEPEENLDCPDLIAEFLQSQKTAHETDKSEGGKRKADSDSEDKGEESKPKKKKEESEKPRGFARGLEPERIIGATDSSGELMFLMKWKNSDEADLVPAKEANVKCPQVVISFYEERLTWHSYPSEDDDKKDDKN
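Compound inhibition of the preformed complex between 50 nM HP1-beta and 50 nM biotinylated H3K9me3 peptide was read by AlphaScreen. Buffer was PBS pH 7.4 with 0.01% Tween-20. Incubations ran 30 min at room temperature, with 10 ug/mL donor/acceptor beads.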
TrxR1 substrate: rat thioredoxin reductase 1 substrate activity. purified TrxR1 substrate turnover, NADPH consumption readout. Potency, µM (titrated, usually from 114 µM), for inactives: top-dose activity change, negative = substrate turnover. AID 588456. O89049. actives 0.01% (n = 390,000); also: potency is read from the fitted curve at half-maximal effect; % is scaled to controls: 0 for no effect and ±100 for the full control effect; nearly all actives have a fitted effect of over 50% in size
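Rat TrxR1, dispensed at 90 nM, was prereduced with 400 uM NADPH (final) for 5 min at ~22 deg C, then incubated with compound 15 min before 400 uM selenite. A first-read NADPH fluorescence drop versus no-compound background flagged substrates.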
GLS inhibitor: glutaminase GLS (human) inhibition | GLS enzymatic activity, qHTS titration | Potency, µM (doses to about 45.5 µM), without a hit: at the top dose activity change, negative = inhibition, actives largely listed as inhibitors | actives 0.21% (n = 410,000) | O94925; also: potency is read from the fitted curve at half-maximal effect; % is scaled to controls: 0 for no effect and ±100 for the full control effect
Target sequence (O94925 whole entry, looked up): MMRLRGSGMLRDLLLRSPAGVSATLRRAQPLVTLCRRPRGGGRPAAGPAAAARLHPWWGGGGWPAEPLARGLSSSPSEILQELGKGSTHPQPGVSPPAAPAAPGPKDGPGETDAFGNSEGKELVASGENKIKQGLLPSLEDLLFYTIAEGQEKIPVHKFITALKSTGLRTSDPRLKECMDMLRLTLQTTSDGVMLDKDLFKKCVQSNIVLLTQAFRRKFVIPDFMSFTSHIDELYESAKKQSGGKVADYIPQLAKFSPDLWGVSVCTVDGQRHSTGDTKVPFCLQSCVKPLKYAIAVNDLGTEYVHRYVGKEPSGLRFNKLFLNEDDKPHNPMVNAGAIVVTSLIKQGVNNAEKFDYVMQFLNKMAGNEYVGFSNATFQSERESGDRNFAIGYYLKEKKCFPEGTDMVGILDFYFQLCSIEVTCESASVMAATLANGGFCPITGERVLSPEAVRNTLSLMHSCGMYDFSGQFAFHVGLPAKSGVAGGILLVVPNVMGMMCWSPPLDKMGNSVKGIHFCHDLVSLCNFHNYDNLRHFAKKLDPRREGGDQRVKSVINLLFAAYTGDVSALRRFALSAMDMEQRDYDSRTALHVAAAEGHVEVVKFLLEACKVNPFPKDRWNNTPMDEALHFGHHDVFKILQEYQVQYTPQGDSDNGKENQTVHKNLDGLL
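Read-out is an Amplex red fluorescence increase coupled through glutamate oxidase and HRP, measured before and after 30 min room-temperature incubation. hKGA is in 45 mM KH2PO4 (pH 8.2) with 0.02% Tween-20; glutamine added as 1mM solution.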
Pin1 inhibitor: human Pin1 inhibition | Q13526 | Pin1 FP peptide displacement, HiFluor488, 10 min | Potency, µM (series often up to 115 µM), for inactives: top-dose activity, negative = inhibition, actives largely listed as inhibitors | actives 0.009% (n = 390,000); active = well fitted inhibition curve with a large enough effect in the polarisation, with a control signal flat, not every such curve was filed as active; inconclusive = small, poorly fitted or top-dose-only effect, or effect the other way, or a change in a side signal; inactive = no such curve, though single readings can be large or run the other way; the % refers to the polarisation; also: potency is read from the fitted curve at half-maximal effect; % is scaled to controls: 0 for no effect and ±100 for the full control effect
Target sequence (Q13526 whole entry, looked up): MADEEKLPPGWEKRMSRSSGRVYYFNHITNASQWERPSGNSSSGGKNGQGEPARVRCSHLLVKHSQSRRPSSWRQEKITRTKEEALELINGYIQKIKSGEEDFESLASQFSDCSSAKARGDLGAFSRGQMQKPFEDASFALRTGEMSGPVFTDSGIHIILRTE
An asterisk follows results filed as active; i = inactive; ? = inconclusive; . = no result given; & = joins results of further samples; [ ] = another dose, or the depositor's remark. Unless noted, calls follow the shape of the dose curve; as a rule, active = well fitted curve in the direction sought with a large enough effect; inconclusive = small, poorly fitted or top-dose-only effect, or another doubt; inactive = no such curve, though single readings can be large; an effect the other way counts as inactive or inconclusive. Only part of the results is shown. The share of hits here may be higher or lower than overall.

structure	GLS inhibitor	IDH1 R132H inh	Pin1 inhibitor	TrxR1 inh	USP1 inh	HP1b binding inh	PI4K2A inh	PGK inhibitor	TrxR1 substrate
CCOC(=O)c1ccc(N2C(=O)c3[nH]nc(-c4ccccc4)c3C2c2cccs2)cc1 (configuration not stated)	-10%	?	34%[activator]	25%	-11%	12%	-5	i	-3%
COc1ccc(CC(=O)Nc2cccc3ncccc23)cc1OC	-2%	-7%	6%	24%	-20%	6%	1	8%	-6%[57.1 µM]
CC(C)n1c(NCc2c[nH]c3ccccc23)nc2ccccc21	-3%	-1%	4%	-6%[57.1 µM]	1%	-9%	0	0%	3%[57.1 µM]
O=C(Nc1cccc(S(=O)(=O)NC2=NCCC2)c1)C1CC(=O)N(c2ccc3c(c2)OCCO3)C1 (configuration not stated)	20%	6%	-3%	42%[activator][57.1 µM]	-19%	15%	-4	-3%	0%[57.1 µM]
O=C1/C(=C\c2cccnc2)CCc2ccccc21	-6%	7%	1%	-13%	-26%	29%	?	-17%	-4%
Cc1nn2c(C)c(C(=O)NCC(C)c3ccccc3)cnc2c1-c1ccccc1 (configuration not stated)	3%	-8%	17%	14%[57.1 µM]	-21%	23%	-4	-9%	2%[57.1 µM]
CCOC(=O)C1=C(C)C(c2ccccc2O)NC(=O)N1 (configuration not stated)	5%	10%	3%	22%[57.1 µM]	-14%	5%	0	10%	10%[57.1 µM]
O=C(CNC(=O)c1cccs1)NCCN1CCN(c2ccccc2F)CC1	18%	0%	6%	14%	?	12%	-4	-11%[11.5 µM]	6%
CC(=O)Nc1cccc(C(=O)NC2CCCc3c2cnn3-c2cc(C)cc(C)c2)c1 (configuration not stated)	3%	-5%	0%	-17%	-4%	27%	1	12%	-9%
COc1cccc(-n2c(SCC(=O)Nc3c(C)cc(C)cc3C)nc3c([nH]c4ccccc43)c2=O)c1	5%	-11%	7%	32%[activator][57.1 µM]	-21%	15%[57 µM]	6	-1%	3%[57.1 µM]
Cc1oc2c(CN3CCOCC3)c(O)ccc2c(=O)c1-c1ccc(Br)cc1	7%	2%	2%	-8%	-16%	17%	-15	-7%	138%[activator]
O=C(Cn1c(=O)c2cccn2c2ccc(F)cc21)NCc1cccc(Cl)c1	-7%	-8%	-6%	18%	-16%	10%	-4	i	-2%
Cc1ccc(CN(C)C(=O)c2c(C)nn(-c3ccccc3)c2C)cc1	-9%	-3%	1%	-4%[57.1 µM]	-23%	14%	1	4%	-1%[57.1 µM]
Cc1ccc(S(=O)(=O)Nc2cccc(Oc3cnccn3)c2)cc1	-4%	8%	4%	25%[57.1 µM]	-21%	-8%	1	-7%	8%[57.1 µM]
NC(=O)CC[C@@H]1NC(=O)[C@H](CO)NC(=O)c2cc([N+](=O)[O-])cc(I)c2NCC[C@@H](C(N)=O)NC1=O	-4%	1%	-5%	71µM*	-21%	15%	-9	-5%	-14%
CC1CN(C(=S)Nc2cccc(Cl)c2Cl)CC(C)O1 (configuration not stated)	2%	-8%	-1%	5%	-24%	56%[activator]	-1	6%	6%
Cc1ccccc1CN1CCC(CNC(=O)Nc2ccc(F)cc2F)CC1	3%	-12%	-2%	17%	-15%	22%	0	-3%	2%
COc1ccc(C(=O)NCC(c2cccnc2)N2CCc3ccccc3C2)cc1 (configuration not stated)	11%	-8%	1%	25%	-7%	6%	-2	-7%	6%
COc1ccccc1NS(=O)(=O)c1cc(C(=O)NCc2ccco2)ccc1C	11%	4%	-5%	-29%	-5%	7%	-4	-7%	-1%
CCCCOc1ccc(N2CC(C(=O)NCCc3ccc(OC)c(OC)c3)CC2=O)cc1 (configuration not stated)	0%	7%	0%	28%[57.1 µM]	-14%	15%	-2	-4%	9%
Clc1ccc(-c2nc(-c3cc4cc(Cl)ccc4o3)cs2)cc1	3%	5%	-6%	39%[activator]	-7%	40%[activator]	-1	-6%	4%
N#Cc1c(N)c(C(=O)c2ccccc2)n2c1CCCC2	-3%	2%	5%	-2%[57.1 µM]	-18%	5%	5	-5%	5%[57.1 µM]
Cc1cc(Cl)ccc1OCC(=O)NC1CCCC1	1%	5%	-4%	4%	-11%	59%[activator]	-2	0%	-6%
CS(=O)(=O)N1CCC(C(=O)Nc2ccc3c(c2)OCCO3)CC1	-12%	14%	-5%	14%	-13%	37%[activator]	1	.	3%
Cc1ccc2c(=O)cc(C(=O)N(Cc3ccc(C(C)(C)C)cc3)C3CCS(=O)(=O)C3)oc2c1 (configuration not stated)	1%	14%	4%	18%	-10%	52%[activator]	1	-2%	0%
Cc1ccccc1C(=O)NNC(=O)Cc1ccccc1	-2%	5%	2%	19%[57.1 µM]	-18%	46%[activator]	-14	.	4%
O=C(COc1cccnc1[N+](=O)[O-])NCc1ccco1	-1%	-1%	-2%	-3%[57.1 µM]	0%	-2%	-1	4%	5%[57.1 µM]
O=c1c2ccccc2nc(SCc2cn3ccsc3n2)n1-c1ccccc1F	10%	2%	24%	10%	-13%	12%	-6	3%	4%
COc1cccc(CNC(=O)CCc2c(C)nn(-c3ccc(N4CCOCC4)nn3)c2C)c1	-5%	0%	-2%	10%[57.1 µM]	-8%	39%	-5	-3%	4%[57.1 µM]
O=S(=O)(c1ccc(F)cc1)N1CCN(c2nc(-c3cccc(Br)c3)nc3ccccc23)CC1	.	.	-1%	22%	.	49%[activator]	.	.	0%
CCS(=O)(=O)N1CCC(C(=O)NCCCN2CCC(Cc3ccccc3)CC2)CC1	-2%	0%	3%	-17%	6%	20%	-3	.	-8%
CCCS(=O)(=O)Nc1ccc(Nc2c3ccccc3nc3ccccc23)c(OC)c1	36%[activator]	4%	-5%	10%[11.4 µM]	-21%	?	-1	i	-4%[11.4 µM]
Cc1nn(CC(O)COc2ccc3c(c2)CCC3)c(C)c1C (configuration not stated)	?	16%	-2%	15%[57.1 µM]	-21%	3%	0	-8%	6%[57.1 µM]
CC(=O)CCc1ccc(OCC(O)CNC2CCCc3ccccc32)cc1 (configuration not stated)	-5%	0%	-3%	8%	-15%	-42%	-3	1%	-2%
CCCN1C(=O)C(Cc2nc3ccccc3c(=O)n2-c2ccccc2)c2ccccc21 (configuration not stated)	3%	-4%	0%	14%	-9%	23%	2	5%	1%
Cc1cccc(/C=N/NC(=O)CNc2cccc3ccccc23)n1	6%	5%	-3%	1%	-18%	-15%	2	3%	8%
CCn1cc(S(=O)(=O)Nc2nc3ccc(OC)cc3s2)cn1	2%	-13%	7%	-20%	-10%	33%	0	7%	-13%
Cc1ccc(-c2nc3c(c(SCC(=O)Nc4ccccc4Cl)n2)Cc2c(CO)cnc(C)c2O3)cc1	0%	0%	-2%	4%	-2%	35%	2	-4%	7%
COC(=O)c1cc(S(=O)(=O)NCC2CCN(Cc3cc(C)ccc3C)CC2)cn1C	12%	0%	3%	24%	-9%	38%[activator]	-2	-3%	1%
COc1cc2c(cc1OC)C(C)N(CCc1ccc(Cl)cc1)CC2 (configuration not stated)	29%	-8%	-6%	8%[11.4 µM]	?	1%	8	-4%	11%[57.1 µM]
Cc1ccc(S(=O)(=O)N2CCN(c3ccccc3)CC2)s1	-1%	-3%	-4%	30%	-26%	54%[activator]	0	-7%	1%
O=C(NCCOc1ccccc1)C1=CC=CN2CCS(=O)(=O)N=C12	3%	-8%	0%	-7%[11.4 µM]	-8%	21%	6	-9%	-1%[11.4 µM]
Cc1ccccc1S(=O)(=O)Cc1ccc(C(=O)NCc2ccccc2Cl)o1	3%	-6%	-6%	10%	-7%	25%	-6	-9%	3%
CC(=O)N1c2ccc(S(=O)(=O)N3CCC(C(=O)N4CC(C)CC(C)C4)CC3)cc2CC1C (configuration not stated)	3%	1%	-6%	18%	-13%	27%	-1	5%	1%
O=C(NCc1cccc(C(F)(F)F)c1)c1cccc(S(=O)(=O)N2CCN(Cc3ccccc3)CC2)c1	15%	1%	9%	13%	-20%	25%	-1	9%	-3%
COCCn1nnnc1C(c1cc2cc(C)ccc2[nH]c1=O)N1CCN(C2CCCCC2)CC1 (configuration not stated)	-3%	-2%	15%	-6%	8%	26%	-3	5%	22%
NC(=O)c1ccc(Nc2nnc(-c3ccc(O)cc3)c3ccccc23)cc1	171%[activator]	2%	?	-17%	?	1%	-1	-7%	-12%
O=C(O)C1CCCNC1 (configuration not stated)	8%	7%	-7%	-12%[57.1 µM]	-5%	24%	3&2	-3%	-4%[57.1 µM]
O=C(c1ccc(S(=O)(=O)NCC2CCCO2)cc1)N1CCN(c2ccccc2F)CC1 (configuration not stated)	-3%	-5%	-2%	34%	-16%	36%	2	-1%	5%

Bioassay records (PubChem)
